Compound activity as filed in PubChem BioAssay.
TRPC6 inhibitor – inhibitors of mouse TRPC6 channel | HEK293-TRPC6, membrane potential dye, ACh-evoked depolarization; active compounds read low | hit rate 1.1% among 310,000 | AID 2553 | B-score at 10 µM | Q61143;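 active = B-score under library mean minus 3 SD, initial fluorescence not abnormally high, positive integrated signal ratio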;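 also: B-score derived from integrated fluorescence ratio over the kinetic read; more negative B-score means stronger inhibition of depolarization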
TRPC6 act – activators of mouse TRPC6 channel | AID 2550 | B-score at 10 µM | Q61143 | hit rate 0.13% among 310,000 | HEK293-TRPC6 membrane potential dye fluorescence; active compounds read high;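 active = B-score of the integrated fluorescence ratio above library mean plus 3 SD, and starting fluorescence ratio within library mean plus 5 SD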;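 also: higher score means more depolarization so channel activation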
SKKanGAS inh – SKKanGAS growth inhibition | inhibition, % at 7.5 µM | S. pyogenes SKKanGAS, kanamycin growth, BacTiter-Glo, 6 h | AID 1662 | hit rate 1.3% among 300,000;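 active = mean replicate score, as percent of positive control median, at least 50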;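 also: strain carries kanamycin resistance gene driven by streptokinase promoter and grows in 40 µg/ml kanamycin; loss of luminescence reflects streptokinase promoter inhibition or plain growth inhibition; 0% = median of DMSO wells and 100% = positive control at its reference dose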
TRPC4 block – blocks the mouse TRPC4 cation channel | HEK293 TRPC4beta/mu-opioid, DAMGO-evoked Fluo4 calcium flux; active compounds read low | B-score at 10 µM | hit rate 0.39% among 300,000 | AID 2247;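 active = B-score over 3 SD under the library average, no early fluorescence shift, positive overall ratio signal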
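Test system – stable TRPC4beta/mu-opioid receptor HEK293 cells · Probe or stimulus – DAMGO, a submaximal dose followed by a maximal one · Dosing – one concentration per compound · Signal – Fluo4 calcium fluorescence by kinetic imaging, 5 s 1 Hz baseline · Evaluation – per-well B score of integrated baseline-normalized Fluo4 ratio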
RGS4 act – RGS4 potentiation or activation. HEK293 M3R/inducible RGS4, carbachol calcium flux Fluo4; active compounds read low. B-score at 10 µM. hit rate 0.92% among 310,000;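 active = B-score of the integrated calcium signal more than 4 SD below the library mean, with starting fluorescence not abnormally high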;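 also: negative B-score means reduced calcium response which marks RGS4 activation or potentiation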
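test system = M3R-expressing HEK293 line, RGS4 induced by doxycycline | probe or stimulus = carbachol at ECmax as muscarinic agonist stimulus | timing = dye loading 30 min 37 °C, buffer rest 30 min RT | signal = calcium dye Fluo4 fluorescence | evaluation = B score from integrated fluorescence ratio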
MrgX1 PAM – allosterically activates human MrgX1 receptor signaling; Q96LB2; MrgX1-HEK293, Fluo-4 calcium flux, FDSS; active compounds read high; B-score at 10 µM; hit rate 0.63% among 310,000;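 active = plate-corrected calcium response at least 3 library SD above typical, normal starting fluorescence, not activating the receptor alone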;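 also: compound read alongside a low EC10 to EC30 dose of BAM8-22 agonist; peak minus trough fluorescence over baseline measured at the second addition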
Target sequence (Q96LB2 whole entry, looked up): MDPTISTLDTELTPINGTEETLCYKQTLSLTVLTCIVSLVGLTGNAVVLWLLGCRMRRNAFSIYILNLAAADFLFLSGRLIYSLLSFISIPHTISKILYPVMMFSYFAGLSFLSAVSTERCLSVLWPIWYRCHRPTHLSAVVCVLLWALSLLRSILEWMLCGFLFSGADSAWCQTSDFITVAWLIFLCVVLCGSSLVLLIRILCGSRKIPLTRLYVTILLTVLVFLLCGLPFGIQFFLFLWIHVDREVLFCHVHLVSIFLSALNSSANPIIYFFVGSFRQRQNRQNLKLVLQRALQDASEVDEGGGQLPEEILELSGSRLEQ
HIF activator – HIF pathway transcriptional activation | AID 1910 | U2OS HRE-luciferase reporter, luminescence; normalized: DMSO 0%, desferrioxamine 100% | activation, % at 7.5 µM (by protocol) | hit rate 0.32% among 300,000;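 active = mean activation of at least 10% of the iron chelator positive control signal, with at least half of replicates also reaching 10%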
MrgX1 antag – human MrgX1 receptor antagonism, primary screen; Q96LB2; MRGX1-HEK293 calcium flux, Fluo-4, BAM8-22 antagonism; active compounds read low; B-score at 10 µM; hit rate 1.3% among 310,000; AID 588676;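 active = calcium-response B-score plate-corrected more than 3 library SD below zero, starting fluorescence within 5 deviations, no agonist response on first addition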;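 also: peak minus trough fluorescence over baseline after final BAM8-22 challenge near maximal dose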
RGS4 block – inhibitors of human RGS4; P49798; HEK293 M3R/RGS4 inducible, Fluo-4 calcium flux; active compounds read high; triggered by carbachol at its EC20; B-score at 10 µM; hit rate 0.45% among 310,000; AID 463165;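 active = B-score, a plate-corrected calcium signal, over three deviations above library mean, with baseline fluorescence within five deviations of library mean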;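 also: RGS4 expression induced by doxycycline in cells with stable M3 receptor; B-score is computed from the integrated fluorescence ratio over baseline after carbachol; higher B-score means a larger calcium signal and so more RGS4 inhibition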
Target sequence (P49798 whole entry, looked up): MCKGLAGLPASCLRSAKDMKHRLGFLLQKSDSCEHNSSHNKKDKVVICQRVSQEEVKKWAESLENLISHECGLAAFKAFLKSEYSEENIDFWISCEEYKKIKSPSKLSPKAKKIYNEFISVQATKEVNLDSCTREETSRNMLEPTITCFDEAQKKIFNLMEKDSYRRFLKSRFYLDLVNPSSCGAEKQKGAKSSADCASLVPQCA
MrgX1 ag – human MrgX1 receptor agonism, primary screen; Q96LB2; B-score at 10 µM; MrgX1-HEK293 cells, Fluo-4 calcium fluorescence, agonist mode; active compounds read high; hit rate 0.44% among 310,000; AID 588627;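 active = calcium response B-score plate-corrected fluorescence ratio at least 3 library SD, with starting fluorescence B-score inside 5 SD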
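Material: MrgX1-expressing HEK293 cells; input: 15,000 cells per well; doses: test compound given as first of three sequential additions; schedule: overnight plating before 1 h dye loading; technique: Fluo-4 NW calcium-flux fluorescence, kinetic read; evaluation: baseline-normalised fluorescence change ratio, B-scored; control set: plate-wise positive and negative controls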
Platelet DG rel – modulates dense granule release in human platelets | human platelet-rich plasma, SFLLRN dense granule ATP release, luminescence | inhibition, %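 (compounds screened at 7.5 µM in platelet-rich plasma)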 | hit rate 0.22% among 300,000;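 active = mean replicate score, as percent of positive control, at or above 50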
An asterisk follows results filed as active; i = inactive; . = no result given.

molecule	TRPC6 inhibitor	TRPC6 act	SKKanGAS inh	TRPC4 block	RGS4 act	MrgX1 PAM	HIF activator	MrgX1 antag	RGS4 block	MrgX1 ag	Platelet DG rel
COc1ccc(N(C(=O)c2snc(C(N)=O)c2N)C(C(=O)NC2CCCC2)c2ccc(F)cc2)c(OC)c1 (stereo not drawn)	i	i	-9	i	i	i	1.4	i	i	i	14
C=CCN(c1ccccc1)S(=O)(=O)c1ccc2c(c1)NC(=O)C(C)S2 (stereo not drawn)	i	i	-1	i	i	i	0.5	i	i	i	2
COC(=O)c1sc(N2C(=O)C(O)=C(C(=O)c3ccc(C)o3)C2c2ccc([N+](=O)[O-])cc2)nc1C (stereo not drawn)	i	i	63*	i	i	i	0.0	i	i	i	6
COCCN(C(=O)COC(=O)c1ccc2c(c1)OCCO2)c1c(N)n(Cc2ccccc2)c(=O)[nH]c1=O	i	i	2	i	i	i	0.0	i	i	i	-3
O=C(NCCc1c[nH]c2ccccc12)C1CCN(Cc2ccc(Br)cc2)CC1	-5.1*	i	-20	i	i	i	-0.6	i	i	i	-3
CN(C)c1ccc(C=C2C(=O)OC(C)(C)OC2=O)cc1	i	i	38	i	i	i	0.1	i	i	i	2
CCC(C)NCCOCCOc1ccc(Br)cc1C (stereo not drawn)	-5.3*	i	2	i	i	i	-0.2	i	i	i	9
O=C(Nc1ccccc1Sc1ccccc1)c1ccc(F)cc1	i	i	13	i	i	i	-0.2	i	i	i	0
CC1(C)CC(=O)C=C(NCc2cccc(C(F)(F)F)c2)C1	i	i	0	i	-8.7*	i	-0.3	i	i	i	8
CCCN1CCC(=O)N(CCSc2ccccc2)CC1	i	i	2	.	i	i	3.3	i	i	i	6
CC(CN1CCCCC1)OC(=O)c1ccccc1Cl (stereo not drawn)	i	i	5	i	i	i	-0.1	i	i	i	-1
O=C(NCCCN1CCCC1=O)c1cccc(N2CCCC2=O)c1	i	i	-2	i	i	i	-38	i	i	i	-10
O=C(Nn1cnnc1)c1ccccc1-c1ccccc1	i	i	-4	i	i	i	-0.2	i	i	i	-8
O=C(COC(=O)c1ccco1)Nc1nnc(-c2ccccc2)o1	i	i	24	i	i	i	-0.4	i	i	i	-4
O=C(NCc1ccc(F)cc1)c1noc2c1CCCCC2	i	i	1	i	i	.	0.4	.	i	.	1
Cc1ccc(Cl)cc1NC(=O)c1ccccc1OCC(=O)Nc1ccc(Cl)cc1	i	i	3	i	i	i	-0.1	i	i	i	-5
O=C1COc2ccc(C(=O)NCc3ccco3)cc2N1	i	i	0	i	i	i	-0.1	i	i	i	-1
Cc1cc(Cl)nc(Cl)c1C(=O)NC(=O)NCCC(C)C	i	i	8	i	i	i	-0.4	i	i	i	-4
Cc1cc(-c2ccc(Br)s2)nc(-n2cccc2)n1	i	i	27	i	i	.	-0.1	.	i	.	-5
COc1ccc(N(C)C(=O)Cc2c(C(=O)O)n(C)c3ccccc23)cc1	i	i	0	i	i	i	0.5	i	i	i	1
Brc1cnc2nc(SC/C=C/c3ccccc3)[nH]c2c1	i	i	-11	i	i	i	-0.2	i	i	i	-3
CCOc1ccc(CCNC(=O)COC(=O)C2CCN(S(=O)(=O)c3ccc(C)c(C)c3)CC2)cc1OCC	i	i	-4	i	i	i	-0.1	i	i	i	-17
Cc1cc(C(=O)OCC(=O)Nc2ccccc2[N+](=O)[O-])c2ccccc2n1	i	i	4	i	i	i	-0.4	i	i	i	8
C/C(CCN1CCc2nc(-c3ccccc3)c(-c3ccccc3)cc2C1)=N\O[C@H](C)c1cn([C@H](CO)Cc2ccccc2)nn1	i	i	3	i	i	i	-0.1	i	i	i	0
O=C(c1cc(=O)c2ccccc2o1)N1CCCc2ccccc21	i	i	-5	i	i	i	0.5	i	i	i	9
COc1cccc(-c2ccc(=O)n(CC(=O)NCCN3CCOCC3)n2)c1	i	i	1	.	i	i	-0.4	i	i	i	5
COc1ccc(NC(=O)CN(C)C(=O)c2ccc3c(c2)OCCO3)cc1	i	i	-3	i	i	i	0.0	i	i	i	1
CC(C)CC(COCc1ccc(Cl)cc1)N1CCN(C(=O)c2cccc(C(F)(F)F)c2)CCC1=O (stereo not drawn)	i	i	11	i	i	i	-0.8	i	i	i	0
CN(Cc1cccs1)c1ncnc2sccc12	i	i	-1	i	i	i	0.5	i	i	i	2
COc1ccc(S(=O)(=O)O/N=C2\CCSc3ccc(C)cc32)cc1	i	i	2	i	i	i	-0.1	i	i	i	-8
CCOc1nsc(OCC)n1	i	i	-3	i	i	i	1.3	i	i	i	5
Cc1ccc(S(=O)(=O)/N=C2/NC(=O)/C(=C/c3ccccn3)S2)cc1	i	i	0	i	i	i	0.5	i	i	i	-6
Cc1ccccc1-c1nnc(CN2CCN(C(=O)c3ccco3)CC2)o1	i	i	-18	i	i	i	-8.8	i	i	i	-6
CSc1ccccc1NC(=O)N1CCC(CO)(CC2CCCCO2)CC1 (stereo not drawn)	i	i	-8	i	i	i	-0.1	i	i	i	-1
CC(C)Cn1c2c(c(=O)[nH]c1=O)C(NS(=O)(=O)c1ccc(Cl)cc1)(C(F)(F)F)C(=O)N2 (stereo not drawn)	i	i	0	i	i	i	-0.2	i	i	i	6
Cn1c(SCC(=O)Nc2ncc(C(F)(F)F)cc2Cl)nnc1-c1ccc(Cl)cc1	i	i	-11	i	i	i	-0.3	i	i	i	-36
Cc1cccc(C(P(=O)(c2ccccc2)c2ccccc2)P(=O)(c2ccccc2)c2ccccc2)n1	i	i	0	i	i	i	0.8	i	i	i	0
O=C(Nc1ccc(Cl)cc1)c1ccc2c(c1)S(=O)(=O)c1ccccc1C2=O	i	i	-1	i	i	i	0.4	i	i	i	0
CC(C)(Oc1ccc(Cl)cc1)C(=O)N1CCN(c2ccccn2)CC1	i	i	2	i	i	i	-0.7	i	i	i	4
O=C(CCC(=O)c1ccccc1)NC1CCCN(Cc2ccccc2F)C1 (stereo not drawn)	i	i	-1	i	i	i	1.4	i	i	i	7
COc1ccc(/C=C/C(=O)NCCCNC(=O)/C=C/c2ccc(OC)c(OC)c2)cc1OC	i	i	-1	i	i	i	-0.2	i	i	i	-8
Cc1ccc(S(=O)(=O)NC(CC(=O)NC2CCCC2)c2ccco2)cc1 (stereo not drawn)	i	i	6	i	i	i	0.4	i	i	i	-2
NS(=O)(=O)c1ccc(CCn2c(=S)[nH]c3ccc(F)cc3c2=O)cc1	i	i	13	i	i	i	0.8	i	i	i	0
CC1(c2nnc(Cc3ccccc3)o2)CC(c2ccc(Cl)cc2)=NO1 (stereo not drawn)	i	i	10	i	i	i	0.4	i	i	i	4
Cc1sc2ncn(CC(=O)NCCCC(=O)Nc3ccc(C(C)C)cc3)c(=O)c2c1C	i	i	6	i	i	i	-0.1	i	i	i	-4
Cn1ncc2c(Nc3ccc4ccccc4c3)ncnc21	i	i	15	i	i	i	2.8	i	i	i	-6
CCn1nnnc1SCC(=O)Nc1ccc2c(c1)OCO2	i	i	4	i	i	i	0.5	i	i	i	3
COc1cccc(CC(=O)Nc2sc3c(c2C(N)=O)CCCC3)c1	i	i	2	i	i	i	0.1	i	i	i	5
Cc1cc(NC(=O)COC(=O)c2cc(S(=O)(=O)N3CCOCC3)ccc2N2CCCCC2)no1	i	i	-5	i	i	i	-0.7	i	i	i	5
CCN1CCN(C(=S)Nc2ccc3nc(N4CCN(CC)CC4)cc(C)c3c2)CC1	i	i	-1	i	i	i	-0.3	-4.9*	i	i	2
CC(=O)Nc1ccccc1NC(=O)c1ccc(C)c(C)c1	i	i	-4	i	i	i	-0.2	i	i	i	-4
CNC(=S)N/N=C/c1ccc(N2CCOCC2)s1	i	i	-14	i	i	i	0.3	i	i	i	7
O=C1C(=O)N(Cc2cccnc2)C(c2cccc(Br)c2)/C1=C(/O)c1ccc2c(c1)OCO2 (stereo not drawn)	i	i	9	i	i	i	-0.1	i	i	i	-12
Cc1ccc(CN(CC(=O)NCCc2ccccc2)C(=O)CCCC(=O)Nc2cc(C)on2)cc1	i	i	-2	i	i	i	0.3	i	i	i	9
CC(C)(C)c1ccc(-c2nc3[nH]c(=O)cc(NC(=O)c4ccco4)n3n2)cc1	i	i	41	i	i	i	1.2	i	i	i	11
COc1ccc(N(CC(=O)NCCSCc2ccco2)S(=O)(=O)c2ccc(C)cc2)cc1	i	i	2	i	i	i	-0.7	i	i	i	3

The results go on:
molecule	TRPC6 inhibitor	TRPC6 act	SKKanGAS inh	TRPC4 block	RGS4 act	MrgX1 PAM	HIF activator	MrgX1 antag	RGS4 block	MrgX1 ag	Platelet DG rel
Cc1ccc(NC2CCCN(C(=O)c3ccc4[nH]ccc4c3)C2)cc1C (stereo not drawn)	i	i	4	i	i	i	-0.4	i	i	i	2
CCOc1ccc(NS(=O)(=O)c2cc(C(=O)N3CC(C)OC(C)C3)ccc2C)cc1 (stereo not drawn)	i	i	-1	i	i	i	1.0	i	i	i	2
Cc1ccnc(NC(=O)C23CC4CC(CC(C4)C2)C3)c1	i	i	-7	i	i	i	0.1	i	i	i	-2
O=C(CCC(=O)c1ccc(F)cc1)NN1C(=O)NC2(CCCCC2)C1=O	i	i	-3	i	i	i	-0.1	i	i	i	-5
O=C(Cn1nnc2ccccc2c1=O)NCCc1ccc(Cl)cc1Cl	i	i	6	i	i	i	0.0	i	i	i	2
CC(C)Cc1cc(C(=O)N2CCC(N3CCC(C(=O)NC4CC4)CC3)CC2)n[nH]1	i	i	0	i	i	i	0.5	i	i	i	0
Cc1nc2ccccc2c(=O)n1/N=C/c1cc(Br)ccc1O	i	i	25	i	i	i	-12	i	i	i	2
O=S(=O)([O-])CCC[n+]1c(SCCCS(=O)(=O)O)sc2ccc(Cl)cc21	i	i	-5	i	i	i	0.4	i	i	i	21
